GC-B act: GC-B (human) receptor activation; P20594; HEK293-GC-B cells, CNP EC30, cGMP TR-FRET; 0% at EC30 CNP, 100% saturating CNP; activation, % at 10 µM; 370,000 tested, 0.11% active;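 active means activation at 10 µM reaching about 35% in either raw or pattern-adjusted values, limit read from the data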
SMARCA2 act: SMARCA2 function activation, primary screen | MG213 cells, MMTV-luciferase reporter, dexamethasone, overnight | activation, % at 9.1 µM | 370,000 tested, 1% active; in the data active means activation above about 7.8%;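 further: 0% = vehicle wells and 100% = reference activator wells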
DAX1 inh-1: inhibitors of DAX1 repression of SF-1 activated StAR promoter. HEK293T StAR-luciferase reporter, SF-1/DAX-1 repression relief. inhibition, % at 6.8 µM. 370,000 tested, 1.1% active. AID 652010;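 active means inhibition above the mean over all tested compounds plus 3 SD, cut at about 3.6% in these data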;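 further: 0% = DAX-1 cells with DMSO and 100% = cells lacking DAX-1 with DMSO; higher inhibition means more luminescence from relief of DAX-1 repression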
NPR1 activator: GC-A (human) enzyme activation. P16066. HEK293 GC-A cells, cGMP TR-FRET, EC30 ANP; 0% at EC30 ANP, 100% saturating ANP. activation, % at 10 µM. 370,000 tested, 0.14% active; in the data active means activation above about 40%
sPLA2-III inh: Inhibits HGIII-sPLA2 liposome hydrolysis, primary screen; QFRET BODIPY PC-A2 liposome hydrolysis, fluorescence; 370,000 tested, 0.56% active; Q9NZ20; inhibition, % at 12.2 µM;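 active means inhibition above mean plus 3 SD of compounds lying within the high and low control bounds, cut at about 19% in these data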;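 further: 0% = median of test compound wells and 100% = no enzyme DMSO wells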
Target sequence (Q9NZ20 whole entry, looked up): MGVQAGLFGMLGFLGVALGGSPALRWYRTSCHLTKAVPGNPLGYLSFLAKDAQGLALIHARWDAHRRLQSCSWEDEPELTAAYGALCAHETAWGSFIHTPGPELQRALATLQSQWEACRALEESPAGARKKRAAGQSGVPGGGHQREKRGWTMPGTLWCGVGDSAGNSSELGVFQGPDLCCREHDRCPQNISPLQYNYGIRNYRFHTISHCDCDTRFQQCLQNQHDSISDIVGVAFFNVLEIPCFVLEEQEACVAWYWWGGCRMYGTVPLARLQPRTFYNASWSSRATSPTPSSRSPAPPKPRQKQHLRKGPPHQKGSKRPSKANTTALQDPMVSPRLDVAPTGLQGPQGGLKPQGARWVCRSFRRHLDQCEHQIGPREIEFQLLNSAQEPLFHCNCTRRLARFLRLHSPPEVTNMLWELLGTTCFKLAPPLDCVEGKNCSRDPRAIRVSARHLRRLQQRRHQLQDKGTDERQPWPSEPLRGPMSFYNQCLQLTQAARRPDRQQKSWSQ
hgDAF-12 ag: agonists of H. glycines DAF-12 nuclear receptor; HEK293 GAL4-hgDAF12 UAS-luciferase reporter, agonist luminescence; normalized to butyrate control; activation, % at 6.8 µM; 370,000 tested, 1.8% active;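 active means activation above a cutoff set at the mean of all screened compounds plus 3 SD, cut at about 10% in these data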;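 further: 0% = DMSO wells and 100% = sodium butyrate wells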
hcDAF12 agonist: H. contortus DAF-12 activation, primary screen; HEK293 hcDAF-12 lit1-tk-luc reporter, luminescence; 0% DMSO, 100% Δ7-dafachronic acid; activation, % at 6.8 µM; 370,000 tested, 1.4% active;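 active means activation above the mean of all tested compounds plus 3 SD, cut at about 5.5% in these data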;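 further: 100% = response to 3 µM Δ7-dafachronic acid high control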
ssDAF-12 act: S. stercoralis DAF-12 activation, primary screen. HEK293 ssDAF-12/GRIP1 lit1-tk-luc reporter, luminescence; % of 3 µM dafachronic acid response. 370,000 tested, 1% active. activation, % at 6.8 µM;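 active means activation above the mean over all tested compounds plus 3 SD, cut at about 0.9% in these data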;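 further: 0% = DMSO-only wells and 100% = 3 µM delta7-dafachronic acid wells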
DAX1 inh-2: inhibitors of human orphan nuclear receptor DAX1 (NR0B1); HEK293 Gal4-DAX1 luciferase reporter, luminescence; inhibition, % at 6.75 µM; 340,000 tested, 0.99% active; AID 504766;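 active means inhibition above the mean over all tested compounds plus 3 SD, cut at about 4.2% in these data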;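 further: 0% = DAX1-transfected cells with DMSO and 100% = empty-vector control cells with DMSO; inhibition shows as a rise in luminescence from relieved DAX1 repression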
Target sequence (P51843 207-470 limits assumed): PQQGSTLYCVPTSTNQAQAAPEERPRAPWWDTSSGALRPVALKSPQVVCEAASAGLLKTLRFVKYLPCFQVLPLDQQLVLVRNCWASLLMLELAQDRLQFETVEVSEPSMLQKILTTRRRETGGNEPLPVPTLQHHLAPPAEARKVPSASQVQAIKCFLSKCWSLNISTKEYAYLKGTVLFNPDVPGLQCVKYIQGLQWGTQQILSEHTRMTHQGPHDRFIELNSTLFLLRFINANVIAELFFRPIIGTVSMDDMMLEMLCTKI
GAA850 FXN act: activators of GAA850 frataxin (FXN) promoter; HEK293 lucGAA850 FXN promoter luciferase reporter, 24 h; percent of 10 µM SAHA response; activation, % at 6 µM; 360,000 tested, 0.56% active; AID 540364;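 active means activation above the average of all compounds screened plus 3 SD, cutoff fixed separately per campaign, cut at about 7.5% in these data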;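 further: 0% = DMSO wells and 100% = 10 µM SAHA wells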
proKLK7 act: activators of human kallikrein-7 zymogen; purified proKLK7, EDANS-DABCYL substrate fluorescence; 100% is mature enzyme control, 0% vehicle; activation, % at 7 µM; 370,000 tested, 0.9% active;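 active means activation above the mean of all tested compounds plus 3 SD, computed per campaign excluding outliers beyond control limits, cut at about 13% in these data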
Target sequence (P49862 whole entry, looked up): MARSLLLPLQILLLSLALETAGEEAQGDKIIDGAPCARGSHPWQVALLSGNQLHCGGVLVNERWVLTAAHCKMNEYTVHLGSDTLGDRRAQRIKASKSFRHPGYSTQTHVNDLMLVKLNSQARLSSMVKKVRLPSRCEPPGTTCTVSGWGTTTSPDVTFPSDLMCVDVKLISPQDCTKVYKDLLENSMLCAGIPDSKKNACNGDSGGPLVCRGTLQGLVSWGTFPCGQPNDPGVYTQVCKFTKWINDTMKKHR
* hit, by the source's call; x = no result given.

SMILES	GC-B act	SMARCA2 act	DAX1 inh-1	NPR1 activator	sPLA2-III inh	hgDAF-12 ag	hcDAF12 agonist	ssDAF-12 act	DAX1 inh-2	GAA850 FXN act	proKLK7 act
C/C(=N\NS(=O)(=O)c1ccc(Br)cc1)c1ccc(-n2ccnc2)cc1	-5	7	0.8	-4	1	-1.8	-1.2	-1.0	-0.5	1.1	0.4
COc1ccccc1Nc1ccc2c(O)cc(S(=O)(=O)O)cc2c1	-2	-3	-0.7	-5	2	2.8	-0.8	-1.0	0.6	1.8	-4.9
CN(c1ccc(OCC(=O)OCC(=O)Nc2ccccc2)cc1)S(=O)(=O)c1ccc(F)cc1	4	0	0.4	12	-9	2.2	1.4	0.8	0.3	-1.2	-0.9
Cn1c(=O)c2[nH]c(N=Nc3ccc(N)cc3N)nc2n(C)c1=O	-5	2	-0.1	-2	2	2.3	-0.4	-0.4	-0.4	1.2	0.1
CCOC(=O)C1(CCCc2ccccc2)CCN(C(=O)CCN2CCCCC2=O)CC1	0	0	0.1	0	-4	-2.6	-1.5	-1.9	-1.9	0.4	0.6
c1coc(CNc2c3c(nc4ncnn24)CCCC3)c1	10	-2	-1.3	11	-3	-0.8	-1.6	-1.1	0.3	0.1	-0.5
NC(=O)C1(NC(=O)[C@@H]2CC3(CC(c4cccc(NC(=O)[C@@H]5CCC(=O)N5)c4)=NO3)CN2C(=O)c2cnccn2)CC1 (stereo not given in full)	5	0	-0.3	2	4	-0.8	0.7	-0.8	0.4	-0.8	-0.3
CCCNS(=O)(=O)c1ccc(CCC(=O)N2CCC(C)CC2)cc1	x	2	-0.2	x	-3	2.1	-0.5	-0.8	-0.5	0.5	-0.2
CC(=O)CCSc1ncnc2sc(-c3ccccc3)cc12	-7	7	13*	-2	-2	16*	4.2	1.2*	2.2	6.7	-0.2
CC1=CCC2C(=O)N(c3cccc(C(=O)Nc4ccc(Cl)cc4)c3)C(=O)C2C1 (stereo not given)	-4	-4	-0.5	5	-64	-4.0	-4.4	-1.6	-0.4	-0.3	0.1
Cc1cc(-c2nnc(SCC(=O)Nc3nccs3)o2)no1	-2	-1	1.0	-1	-3	2.7	0.9	-0.9	-0.7	4.3	-0.5
N#Cc1ccc(-c2csc(NC3=NCCCCC3)n2)cc1	-3	4	0.1	1	-1	1.3	0.5	-1.4	1.3	7.3	0.7
COc1ccc(OC)c(N2Cc3ccccc3C2)c1	-2	0	-0.6	-2	-5	-2.1	-1.2	-1.0	-0.3	-1.5	-0.2
CCCCCCCOc1ccc(C2CC(=O)N(C)C2=O)cc1 (stereo not given)	-5	3	0.2	8	-14	1.9	0.9	-2.0	3.8	0.2	0.3
O=[N+]([O-])c1ccc(O)c(/C=N/Nc2nc3ccccc3[nH]2)c1	-3	-4	-4.1	-1	-6	-8.4	-4.1	-2.0	-3.7	-5.9	0.7
COc1ccccc1CNC(=O)C1CCCN1S(=O)(=O)c1cccc2cccnc12 (stereo not given)	-2	-1	-0.8	-3	0	1.1	1.1	-0.4	0.0	0.9	-0.2
O=C(O)COc1ccc(/C=N/n2c(COc3ccccc3)nc3ccccc3c2=O)cc1	0	3	1.3	0	9	3.9	-0.4	-1.3	-0.5	1.3	0.4
C/C(=N\NC(=O)c1ccc(C)cc1C)c1ccc2c(c1)OCO2	0	6	0.8	-1	-1	7.3	1.6	1.3*	1.5	3.0	0.0
O=C(CCS(=O)(=O)c1ccc(Cl)cc1)Nc1ccc(F)cc1	4	-1	0.3	1	-3	1.7	-1.6	-1.4	0.0	-0.6	0.1
Cc1cccc(Nc2ncnc(N)c2[N+](=O)[O-])n1	-1	-3	-0.6	2	5	1.0	-1.7	-2.0	1.1	-1.5	-0.2
Cc1cc(NC(=O)C2CCCN2C(=O)Nc2cccc(Cl)c2)ccc1-n1cnnn1 (stereo not given)	-9	3	-0.9	-4	-3	-5.5	-3.4	-2.0	-0.8	3.9	0.7
C/C(=N\NC(=O)c1cc(Br)ccc1O)c1ccccn1	4	-2	0.6	12	13	1.3	1.7	-0.6	-0.4	-0.1	1.9
COc1cccc(NC(=O)[C@H](C)NC(=O)C2CCN(S(=O)(=O)c3ccc(C)cc3)CC2)c1	2	-6	0.7	-1	-13	-2.0	-2.4	-1.1	-2.7	0.8	0.6
O=C(COc1ccc(Cl)cc1)NCC(=O)N1CCC2(CC1)NCCc1[nH]cnc12	3	9.7*	-0.2	-2	4	-2.8	-1.2	-0.6	1.0	-1.1	-0.3
Cc1ccc2c(c1)N(CC(=O)N1CCc3ccccc3C1)C(=O)CO2	-2	-2	-0.9	-1	3	-0.9	-1.5	-1.4	-0.8	-0.7	0.6
O=C(NCc1ccccc1F)C1CCCN1C(=O)NC1CCCCC1 (stereo not given)	7	-1	0.1	0	-1	-1.2	-1.2	-1.1	0.5	1.1	0.5
O=C(NC(NC(=S)Nc1cccc(Cl)c1)C(Cl)(Cl)Cl)OCc1ccccc1 (stereo not given)	7	-5	-0.6	1	-11	-0.6	0.0	-1.1	-0.6	3.9	0.2
COCCn1c(C)cc(C(=O)CSc2nnc3ccccn23)c1C	1	0	3.2	0	8	1.4	3.3	-0.5	-2.3	-3.7	-0.1
Cc1ccc([C@H]2C[C@H](O)[C@@H](n3cc(C4CC4)nn3)CN2C(=O)C2CCCCC2)cc1	-2	3	-0.8	-7	7	0.4	-1.2	-0.4	-0.8	-2.1	0.2
COc1cc2[nH]c(=S)n(N(C(C)=O)C(C)=O)c(=O)c2cc1OC	2	-1	0.3	0	6	1.2	-1.5	-1.8	0.1	-0.7	-0.4

Single values from the entries so far.
GC-B act, Cc1ccc([C@H]2C[C@H](O)[C@@H](n3cc(C4CC4)nn3)CN2C(=O)C2CCCCC2)cc1 = -2
DAX1 inh-1, COc1cc2[nH]c(=S)n(N(C(C)=O)C(C)=O)c(=O)c2cc1OC = 0.3
hgDAF-12 ag, COCCn1c(C)cc(C(=O)CSc2nnc3ccccn23)c1C = 1.4

Next part.
SMILES	GC-B act	SMARCA2 act	DAX1 inh-1	NPR1 activator	sPLA2-III inh	hgDAF-12 ag	hcDAF12 agonist	ssDAF-12 act	DAX1 inh-2	GAA850 FXN act	proKLK7 act
O=C(NCc1ccc(F)cc1F)c1cc(COc2c(F)cccc2F)on1	-2	-3	0.3	0	-8	1.7	-2.8	-1.8	-0.4	-0.1	-0.9
O=C1C2CC=C(Cl)CC2C(=O)N1CCc1ccccc1 (stereo not given)	3	-4	0.0	-5	-41	1.9	-0.5	-1.5	-0.3	1.7	3.8
COc1ccccc1CN1CCC(n2nccc2NC(=O)CCOc2ccccc2)CC1	-8	0	-1.1	-3	2	0.1	0.1	-0.3	0.0	-0.9	0.8
COc1ccc(OC)c(Cc2nnc(CCC(=O)N3CCC(N4CCCCC4)CC3)o2)c1	3	-4	-0.2	1	-2	2.2	1.7	-0.9	x	0.0	0.1
O=C(O)C1CCN(C(=O)c2cc(F)cc3c2OCOC3)CC1	3	0	-0.2	1	-2	-1.4	0.4	-0.5	x	0.9	-0.8
CC(C)(C)c1ccc(C(=O)NC(=S)N2CCCC2)cc1	11	0	0.7	4	11	3.3	3.9	1.8*	0.9	2.7	0.4
CC(=O)c1c(C)oc2ccc(NS(=O)(=O)c3ccc(F)cc3C)cc12	-1	-1	-0.1	-3	-8	0.7	-2.4	-1.1	-2.2	-0.8	0.5
CCOC(=O)c1sc(=S)n(C)c1NC(=O)c1ccccc1C	1	-6	0.3	7	24*	-4.3	-1.5	-0.9	0.5	0.3	0.0
CCn1nccc1C(=O)Nc1ccc(Cl)c(Cl)c1	4	4	0.5	1	-8	6.0	0.0	-0.9	1.6	1.9	0.0
Cc1cc(C)n(CCCNC(=O)C(C)(C)Oc2ccc(Cl)cc2)n1	-8	-1	-0.5	-12	7	-1.9	0.4	-0.7	1.6	1.4	0.1
COc1ccc(C(=O)N/C(=C\c2ccco2)C(=O)OCc2ccco2)cc1	4	-1	0.5	-2	9	1.1	-1.0	-0.4	5.5*	4.8	0.4
O=C(CS(=O)(=O)c1ccc(Cl)cc1)N1CCN(c2ccccc2)CC1	-3	-1	-0.1	3	-10	0.2	-0.8	-0.9	-0.3	1.2	-0.1
Cc1ccc(C)n1-c1ccc(C(=O)NN)cc1	2	-1	0.1	1	1	-0.1	0.7	-1.1	-1.4	2.3	0.2
CCc1ccccc1NC(=O)CCN1C(=O)C2CC=CCC2C1=O (stereo not given)	-2	0	0.3	1	5	-0.6	-0.3	-0.6	-0.4	-0.2	-0.7
COc1ccc(N(CC(=O)Nc2cccc(SC)c2)S(C)(=O)=O)cc1	-7	2	0.1	-10	-23	4.4	-1.4	-0.9	0.0	-0.5	0.2
CCCCn1c(Cn2nc(C(=O)O)c3ccccc3c2=O)nc2cc(S(N)(=O)=O)ccc21	-7	-1	0.0	6	-2	-1.7	-1.1	-0.9	0.2	0.1	-0.6
Cc1ccc(C(=O)Nc2ccc(CC(=O)O)cc2)o1	8	-6	0.4	-3	9	-1.7	-1.7	-1.3	1.1	-1.8	-0.3
O=C(c1cc(Cl)ccc1Cl)N1CCN(Cc2ccccc2)CC1	-1	-3	-0.3	3	-2	0.6	-2.0	-1.8	-0.3	-0.7	0.3
O=C(O)Cc1ccc(NC(=O)c2cnccn2)cc1	-3	-2	-0.7	-3	0	0.3	-1.0	-1.7	1.9	-0.6	1.1
Cc1cc(C)cc(-n2c(C)cc(/C=N/NC(=O)c3ccncc3)c2C)c1	1	-4	0.7	-8	4	0.5	-1.3	-1.3	0.6	4.5	-0.4
CCOC(=O)N1CCN(CC(O)COCC2=CCC3CC2C3(C)C)CC1 (stereo not given)	5	1	-0.4	1	4	-2.1	-0.7	-1.4	0.9	-2.7	-0.1
CC(=O)NCCc1ccc(S(=O)(=O)Nc2ccc3c(c2)OCCO3)cc1	-1	-5	-1.3	1	-1	-7.1	-2.4	-2.0	0.5	-3.1	-0.2
O=S(=O)(CCc1ccncc1)C1Cc2cccc3cccc1c23 (stereo not given)	-4	-4	-0.1	5	-15	0.4	-0.7	0.3	1.4	1.3	-3.4
Cc1cc(NC(=O)CCC(=O)N(c2ccccc2)C(C(=O)NC2CCCC2)c2ccccc2C)no1 (stereo not given)	-8	-1	0.0	-13	3	-0.7	-1.8	-0.9	0.6	-1.5	0.1
O=C(COC(=O)COc1cc(Cl)c(Cl)cc1Cl)NC1CC1	-8	-4	-0.7	2	9	0.5	-0.8	-1.1	0.6	-0.7	0.1
O=C(CS(=O)(=O)c1cn(Cc2cccc(F)c2)c2ccccc12)N1CCCCC1	-3	-3	0.2	-12	5	0.8	-0.3	0.4	-1.0	-0.5	-0.1
C/C(=N\N1CCN(C)CC1)c1ccc(OC(F)F)cc1	2	-1	0.3	2	4	-2.6	-0.8	-0.6	1.1	0.2	-0.6
COc1ccc(/C=N/Nc2ccc([N+](=O)[O-])cc2S(=O)(=O)N2CCN(C)CC2)cc1	9	0	-0.1	0	-1	-0.9	1.0	0.1	0.4	2.7	0.6

Compounds as they come; about 6.7% have a hit in one of these screens.
